OX1R FRET antag – antagonists of human orexin 1 receptor (OX1R); inhibition, % at 6.6 µM; OX1R-expressing cells, FRET antagonist read-out; AID 485270; hit rate 1.8% among 330,000; O43613; in the data active = inhibition mostly above about 38%, no sharp cut-off; inactive = mostly below about 40%;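 also: 0% = agonist challenge alone and 100% = reference antagonist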
Target sequence (O43613 whole entry, looked up): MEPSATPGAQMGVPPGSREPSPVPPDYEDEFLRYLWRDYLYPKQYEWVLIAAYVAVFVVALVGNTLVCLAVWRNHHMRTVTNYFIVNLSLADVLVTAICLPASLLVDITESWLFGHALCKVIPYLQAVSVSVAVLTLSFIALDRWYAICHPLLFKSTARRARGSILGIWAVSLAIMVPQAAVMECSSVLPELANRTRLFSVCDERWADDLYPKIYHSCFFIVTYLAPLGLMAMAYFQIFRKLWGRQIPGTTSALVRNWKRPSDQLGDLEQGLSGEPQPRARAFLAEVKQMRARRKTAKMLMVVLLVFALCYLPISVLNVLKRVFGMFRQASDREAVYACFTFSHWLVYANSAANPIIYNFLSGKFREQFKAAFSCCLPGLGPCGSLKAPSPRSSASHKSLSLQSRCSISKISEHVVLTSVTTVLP
STK33 kinase inh – blocks human STK33 kinase activity. Q9BYT3. AID 2661. purified STK33, MBP phosphorylation, ADP-Glo luminescence. inhibition, % at 10 µM. hit rate 0.073% among 320,000;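 active = inhibition at or above 25%, using the most active replicate where run in duplicate; inactive = inhibition below 25%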
Target sequence (Q9BYT3 whole entry, looked up): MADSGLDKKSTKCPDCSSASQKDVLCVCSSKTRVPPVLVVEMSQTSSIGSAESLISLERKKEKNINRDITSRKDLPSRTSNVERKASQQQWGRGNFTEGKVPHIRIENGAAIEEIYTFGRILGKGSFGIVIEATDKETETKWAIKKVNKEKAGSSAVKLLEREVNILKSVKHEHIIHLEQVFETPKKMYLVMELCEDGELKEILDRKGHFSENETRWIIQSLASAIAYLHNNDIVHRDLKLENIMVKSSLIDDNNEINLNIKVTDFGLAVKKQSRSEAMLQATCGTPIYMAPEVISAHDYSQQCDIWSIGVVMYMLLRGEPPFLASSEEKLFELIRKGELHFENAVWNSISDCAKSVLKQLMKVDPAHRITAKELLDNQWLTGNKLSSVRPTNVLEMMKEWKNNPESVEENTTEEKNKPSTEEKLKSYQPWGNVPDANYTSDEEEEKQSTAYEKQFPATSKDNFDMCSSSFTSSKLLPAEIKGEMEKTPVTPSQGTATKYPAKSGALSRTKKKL
* hit, by the source's call; nt = not tested or not shown; & = joins results of further samples.

Values run as follows: OX1R FRET antag	STK33 kinase inh
1: Nc1nc2c(C(=O)N3CCOCC3)nnn2c2ccccc12
→ 2	-0.9
2: CCN(Cc1ccccc1)C(=O)Cn1c(=O)n(-c2ccc(OC)cc2OC)c(=O)c2c(C)c(C)sc21
→ 2	-0.5
3: CCNS(=O)(=O)c1cccc(C(=O)c2c(C)cc3ccccn23)c1
→ 19	-1.1
4: COc1ccccc1N(CN1CCCC1=O)C(=O)COc1ccccc1
→ 2	-3.7
5: C[C@H](NC(=O)c1nc[nH]c1C(=O)N[C@@H](Cc1ccccc1)C(=O)OCc1ccccc1)c1ccccc1
→ 19	-1.2
6: CC(OC(=O)c1nn(C(C)C)c(=O)c2ccccc12)C(=O)Nc1ncc(Cl)cc1Cl (stereo not drawn)
→ 18	nt
7: CCCCOc1ccc(C(=O)NCC(=O)NCc2ccncc2)cc1
→ 13	-1.6
8: COc1cc(NC(=S)NCCCN2CCOCC2)cc(OC)c1OC
→ 9	0.0
9: COc1ccc(F)cc1C1=CC(=O)C[C@H](c2ccc3c(c2)OCO3)C1
→ 5	0.1
10: Cc1cccc(C)c1NC(=O)Cn1c(CN2CCCCC2)nc2ccccc2c1=O
→ 19	-0.6
11: COc1ccc(C2C(C(C)=O)=C(O)C(=O)N2c2cccnc2)c(OC)c1 (stereo not drawn)
→ 22	-1.9
12: CC(C)CNC(=S)N(CCN(C)C)Cc1cc2cc3c(cc2[nH]c1=O)OCO3
→ 12	-1.1
13: COc1cccc(-c2sc3ccc(OC)cc3c2-c2ccc(OCCN3CCOCC3)cc2)c1
→ 9	-0.7
14: COc1ccc(/C=N/Nc2nc(-c3ccc(C)cc3)c(NC(C)=O)s2)cc1
→ 11	-1.6
15: C/C=C/c1ccc(OCCSc2nc(C)cc(=O)[nH]2)c(OC)c1
→ 5	-0.5

Some of the entries above, set out differently.
6) CC(OC(=O)c1nn(C(C)C)c(=O)c2ccccc12)C(=O)Nc1ncc(Cl)cc1Cl (stereo not drawn)
  OX1R FRET antag = 18
  STK33 kinase inh = nt
7) CCCCOc1ccc(C(=O)NCC(=O)NCc2ccncc2)cc1
  OX1R FRET antag = 13
  STK33 kinase inh = -1.6
8) COc1cc(NC(=S)NCCCN2CCOCC2)cc(OC)c1OC
  OX1R FRET antag = 9
  STK33 kinase inh = 0.0
9) COc1ccc(F)cc1C1=CC(=O)C[C@H](c2ccc3c(c2)OCO3)C1
  OX1R FRET antag = 5
  STK33 kinase inh = 0.1

Further structures.
Values run as follows: OX1R FRET antag	STK33 kinase inh
16: O=C(O)COc1ccc(-c2nccc(-c3ccccn3)n2)cc1
→ 11	-0.2
17: O=C(N/N=C/c1cccc([N+](=O)[O-])c1)c1ccc(Br)cc1
→ 16	-1.4
18: CCN(CC)C(=O)[C@H]1C[C@H](CC(=O)NCCCN(C)C)C(=O)N2CCc3c([nH]c4cc(CCC(=O)N(C)C)ccc34)[C@]12C
→ 2	nt
19: CC(=O)N1CCN(S(=O)(=O)c2ccc3c(c2)CC(=O)N3)CC1
→ 2	-0.6
20: COc1ccc(/C=C2/Sc3ccc(C(=O)N4CCc5ccccc5C4)cc3NC2=O)cc1
→ 3	-1.9
21: COc1ccccc1CCNC(=O)C1(C)CC1(Cl)Cl (stereo not drawn)
→ 11	-3.2
22: CCOc1ccc(N(C)c2ccc(/C=C3/SC(=S)NC3=O)cc2)cc1
→ 5	-1.0
23: CC(=O)NCCc1cc2ccc(C)cc2[nH]c1=O
→ 40	0.6
24: O=C(c1ccco1)N1CCN(C(=O)c2cccc3c2C(=O)N(Cc2cccnc2)C3)CC1
→ -1	-0.7
25: Cc1ccc(C(=O)NNC(=O)c2ccc(S(=O)(=O)N3CCOCC3)cc2)cc1
→ 18	0.4
26: COc1cc(OC)c(NC(=O)C(=O)CC(=O)c2ccc(C)cc2C)cc1Cl
→ 10	0.5
27: CCOc1ccc(-c2csc(NC(=O)c3ccc(S(=O)(=O)N4CCc5ccccc5C4)cc3)n2)cc1
→ 12	-1.2
28: COc1ccccc1CNS(=O)(=O)c1ccc2c(c1)CC(C)N2C(=O)C1CC1 (stereo not drawn)
→ 33	-2.1
29: Cc1ccc(O)c(C=Nc2ccc3[nH]ncc3c2)c1
→ 17	1.7
30: C=CCN1c2ccccc2[C@]23C[C@@H](C(=O)OC)N=C2NC(C(=O)OC)=C(C(=O)OC)[C@H]13
→ 14	-1.9
31: Cn1c(=O)c(/C(N)=N/OC(=O)c2ccccc2)cn(-c2ccccc2)c1=O
→ 1	-0.7
32: CCOC(=O)Cn1c(=N)n(CCOc2ccc(OC)cc2)c2ccccc21
→ -2	-1.3
33: CCN(CC)CCOC(=O)c1ccc(Cl)cc1
→ 14	-0.4
34: O=C(Nc1ccc(S(=O)(=O)N2CCCC2)cc1)c1ccc(OCC2CCCO2)cc1 (stereo not drawn)
→ 26	1.6
35: O=C(COc1c(Br)cc(Br)c2cccnc12)Nc1ccccc1F
→ 23	2.5
36: CC(Oc1ccc(Cl)cc1Cl)c1nc(-c2ccc(NC(=O)c3ccccn3)cc2)no1 (stereo not drawn)
→ 14	-2.2
37: COC(=O)c1ccc(NC(=O)CSc2nnc(CNc3ccc(F)cc3)n2C)cc1
→ 15	-1.9
38: COC(=O)c1c(NC(=O)CSc2nc3ccccc3c(=O)n2-c2ccccc2)sc(C)c1C
→ 17	-1.0
39: O=C(CN1C(=O)NC2(CCCC2)C1=O)Nc1nc(-c2ccc(F)cc2)cs1
→ 31	-0.9
40: O=C(CNC(=O)c1[nH]cnc1C(=O)NC(c1ccccc1)c1ccccc1)OCc1ccccc1
→ 5	-0.1
41: O=C(CSc1ccc2ccccc2n1)Nc1nsc(-c2ccc(Cl)cc2)n1
→ 5	-0.3
42: O=C(Cn1cc(C(=O)C2CC2)c2ccccc21)NCC1CCCO1 (stereo not drawn)
→ 21	-0.7
43: COc1ccc(-c2ccc(N(C)C)cc2)cc1[C@H]1[C@H]2C=CC[C@@H](C)[C@@H]2C(=O)N1Cc1ccccc1
→ 27	0.2
44: CCc1ccc(/C=N/NC(=O)c2cc(-c3cccc([N+](=O)[O-])c3)n[nH]2)cc1
→ 28	0.5
45: C=CCn1cccc(C(=O)Nc2cc(OC)cc(OC)c2)c1=O
→ 30	-1.9
46: COc1ccccc1OCC(=O)O
→ 11&7	-1.6&-1.3
47: CCCc1c(C)nc(N2CCN(c3ccccc3OC)CC2)[nH]c1=O
→ 22	-0.4
48: CCn1c(CSc2nc3ccccc3n2C)nc2ccccc21
→ 36	-2.2
49: CN(C(=O)c1ccc2c(c1)OCO2)C1(C(=O)NC2CCCCC2)CCCCC1
→ 39	-1.3
50: O=S(=O)(NCC1CCCO1)c1cccc(C(F)(F)F)c1 (stereo not drawn)
→ 13	-2.0
51: O=C1CC(c2ccccc2)CC(O)=C1C=NCc1ccco1 (stereo not drawn)
→ 17	-0.8
52: O=C1CC(N2CCN(c3ccc(F)cc3)CC2)C(=O)N1c1ccc2c(c1)OCO2 (stereo not drawn)
→ 4	-0.4
53: COc1cccc(C2=CC(=O)C[C@H](c3ccc(OC)c(OC)c3)C2)c1
→ 13	0.5
54: CCOC(=O)CC(=O)CSc1nc2c(sc(=S)n2-c2ccc(OCC)cc2)c(=O)[nH]1
→ 31	0.7
55: COc1ccc(C(=O)NC2CCCc3ccccc32)c(OC)c1OC (stereo not drawn)
→ 12	-1.3
56: Cc1ccccc1C(=O)N1CCC(C(=O)NC2CCCC2)CC1
→ 7	-0.1
57: N#Cc1c2c(nc(N)c1-c1ccccc1)CCCCC2
→ 6	0.2
58: Cc1nc2ccccn2c1C(=O)NN=C1C2CC3CC(C2)CC1C3
→ 32	0.5
59: Cc1cc(OCC(O)CN2CCc3ccccc3C2)cc(C(C)C)c1 (stereo not drawn)
→ 10	-1.3
60: O=c1nc(N2CCCCC2)nc(Nc2ccccc2)[nH]1
→ 9	-1.2
61: COc1ccc(N(C(=O)c2ccncc2)S(=O)(=O)c2cccc([N+](=O)[O-])c2)cc1
→ 8	0.5
62: O=C(CSc1ncnc2ccccc12)NCC(=O)c1ccccc1
→ 23	0.4
63: Fc1ccc(-c2csc(N3CCSCC3)n2)cc1
→ 16	-1.7
64: CC(=O)c1cccc(NC(=O)c2cccc(N3C(=O)c4ccccc4C3=O)c2)c1
→ 14	-1.2
65: O=C(Nc1nccs1)C(F)(F)C(F)(F)C(F)(F)C(=O)Nc1nccs1
→ 8	-0.8
66: CNC(=O)CC1C(=O)N(c2ccc(F)cc2)C(=S)N1NC(=O)c1ccc(Cl)cc1 (stereo not drawn)
→ -6	-1.8
67: CCN(C(=O)c1cc(Cl)ccc1OC)c1ccccc1
→ 20	3.4
68: CCOC(=O)C[N+](C)(C)CCOC1CC2CCC1(C)C2(C)C (stereo not drawn)
→ 17	0.0
69: COc1cc2ccccc2cc1C(=O)OCC(=O)N1CCOCC1
→ 25	-0.7
70: Cc1ccc(NC(=O)C(=O)N2CCCC2)cc1Cl
→ 9	1.9
71: O/N=C1/CCCCC1c1ccccn1 (stereo not drawn)
→ 8	-1.2
72: O=S(=O)(NCc1nnc2ccccn12)c1ccc(Cl)cc1
→ 2	-0.6
73: CNc1nc(-c2ccccc2)cc(-c2ccccc2)n1
→ 13	-1.4
74: CC(=O)c1ccc(N2Cc3ccccc3/C2=N\C(=O)Nc2ccc(Cl)cc2)cc1
→ 7	-0.4
75: Cc1ccc(Nc2cc(-c3ccccc3)nc3ncnn23)cc1
→ 2	-2.7

The results go on.
Values run as follows: OX1R FRET antag	STK33 kinase inh
76: O=C(Nc1sc2c(c1C(=O)NCCO)CCCC2)c1ccco1
→ 11	4.2
77: COc1cc(CN2CCC(C(=O)N3CCCC(C)C3)CC2)cc(Br)c1O (stereo not drawn)
→ 3	-0.2
78: CCc1ccccc1N(C(=O)c1cccs1)C1C=CS(=O)(=O)C1 (stereo not drawn)
→ 27	-0.7
79: C=CC[n+]1c(-c2ccc(Cl)cc2Cl)csc1Nc1ccc(NC(C)=O)cc1
→ 28	0.0
80: CCOc1ccc(NC(=O)c2ccc(N3CC4CC(C3)c3cccc(=O)n3C4)c(N)c2)cc1 (stereo not drawn)
→ 10	0.0
81: COc1ccc(C(CNC(=O)c2cncc(Br)c2)N(C)C)cc1 (stereo not drawn)
→ 8	-0.8
82: NC(=O)COc1ccc2cc(-c3ccc(F)cc3)c(=O)oc2c1
→ 16	-0.9
83: O=C(N/N=C/c1cccc2ccccc12)c1cc(C2CC2)[nH]n1
→ 26	2.6
84: COc1cc(OC)cc(C(=O)NNC(=O)c2cc3c(s2)CCCC3)c1
→ 19	-1.5
85: CCc1ccccc1NC(=O)Nc1ccc(F)cc1F
→ 36	-0.4
86: O=C(NCC1CCCO1)c1cccc(S(=O)(=O)Nc2cccc(C(F)(F)F)c2)c1 (stereo not drawn)
→ 9	-2.4
87: CN(C)S(=O)(=O)c1ccc(N2CCCC2)c(C(=O)OCC(=O)N2CCN(c3ccccc3)CC2)c1
→ 20	-1.5
88: C=CCn1c(=O)c2ccccc2n2c(SCc3nc(N)nc(Nc4ccccc4C)n3)nnc12
→ 12	-0.4
89: CC(=O)Nc1ccc(S(=O)(=O)NCC(=O)OC(C)c2ccccc2Cl)cc1 (stereo not drawn)
→ 11	-1.6
90: COc1cc(OC)cc(-c2nc3nc(C)c(CCC(=O)O)c(C)n3n2)c1
→ 17	0.1

Random excerpt: 2 entries already listed, in no set order.
Values run as follows: OX1R FRET antag	STK33 kinase inh
79: C=CC[n+]1c(-c2ccc(Cl)cc2Cl)csc1Nc1ccc(NC(C)=O)cc1
→ 28	0.0
90: COc1cc(OC)cc(-c2nc3nc(C)c(CCC(=O)O)c(C)n3n2)c1
→ 17	0.1

Entries of single compounds from above.
`O=C(NCC1CCCO1)c1cccc(S(=O)(=O)Nc2cccc(C(F)(F)F)c2)c1` (stereo not drawn) is listed with OX1R FRET antag = 9; STK33 kinase inh = -2.4
`CCc1ccccc1N(C(=O)c1cccs1)C1C=CS(=O)(=O)C1` (stereo not drawn) is listed with OX1R FRET antag = 27; STK33 kinase inh = -0.7
`C=CCn1c(=O)c2ccccc2n2c(SCc3nc(N)nc(Nc4ccccc4C)n3)nnc12` is listed with OX1R FRET antag = 12; STK33 kinase inh = -0.4

Remaining list, next part.
Values run as follows: OX1R FRET antag	STK33 kinase inh
91: CCOC(=O)/C(N=Nc1sc(C(=O)OCC)c(C)c1C(=O)OCC)=C(\C)O
→ 14	2.2
92: CCCOc1cccc(C(=O)O)c1
→ 5	0.5
93: O=C(COC(=O)c1ccccc1NCc1ccco1)Nc1ccc2c(c1)OCO2
→ 34	-1.0
94: CN1CCN(c2ncnc3c2c(-c2ccccc2)cn3-c2ccc(F)cc2)CC1
→ 0	0.8
95: COc1cc(Cl)c(C)cc1NC(=O)CSCC#N
→ 23	-2.7
96: O=C(NCCNc1ccc([N+](=O)[O-])cc1C(F)(F)F)c1ccc(F)cc1
→ 19	-1.5
97: Cc1c(Cl)c([N+](=O)[O-])nn1CC(=O)NC12CC3CC(CC(C3)C1)C2
→ 17	0.2
98: CSCC[C@H](NC(=O)OC(C)(C)C)C(=O)N1CCC(C(=O)N[C@@H](Cc2c[nH]c3ccccc23)C(=O)O)CC1
→ 7	-0.8
99: Cn1c(=O)oc2cc(S(=O)(=O)N3CCN(c4cccc(Cl)c4)CC3)ccc21
→ 5	-1.1
100: COc1ccc(-c2nnn(CCc3nn[nH]n3)n2)cc1OC
→ 1	-1.4
101: Cc1ccccc1C(=O)N1CCN(c2ncnc3c2cnn3-c2ccccc2)CC1
→ 13	-3.5
102: Cc1cc(S(=O)(=O)NCc2ccccc2)ccc1OCC(=O)N1CCOCC1
→ 13	0.4
103: CCC[N+](CC#Cc1ccccc1)(CCC)CC(=O)OCC
→ 13	-0.9
104: Cc1ccc(NC(=S)N2CCC(NC(=O)c3ccccc3)CC2)cc1
→ -20	0.0
105: Cn1c(CSCc2ccccc2)nnc1SCC(=O)Nc1nccs1
→ 19	-1.6
106: O=C1OC2CCC1(c1ccccc1)C2 (stereo not drawn)
→ 19	-1.7

Screening results deposited in PubChem BioAssay by several laboratories.
